High-throughput results (PubChem)
NPY2 pot ag = human NPY-Y2 potentiation or agonism, primary screen | P49146 | cells expressing NPY-Y2, potentiator/agonist read-out | activation, % at 3.6 µM | actives 0.45% (n = 220,000); in the data active = activation above about 27%;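 note: cells stimulated with NPY near EC25 plus isoproterenol at EC100; 0% = vehicle plus submaximal agonist and 100% = vehicle plus saturating agonist; some results beyond the cut were filed as inactive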
NPY1 pot ag = potentiates or activates human NPY-Y1 receptor; P25929; NPY-Y1 expressing cells, potentiator/agonist activation; activation, % at 3.6 µM; actives 0.37% (n = 220,000); AID 1304; in the data active = activation above about 33%, passing the limit was not always enough;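 note: cells stimulated with NPY at EC10 then isoproterenol at EC100; 0% = low agonist plus stimulus and 100% = saturating agonist plus stimulus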
p97 inhibitor = inhibitors of human p97 ATPase | actives 0.42% (n = 220,000) | recombinant p97 ATPase, Kinase-Glo ATP luminescence, 3 h | AID 1481 | inhibition, % at 8 µM; in the data active = inhibition above about 15%;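 note: 0% = DMSO vehicle and 100% = wells lacking enzyme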
Target sequence (P55072 whole entry, looked up): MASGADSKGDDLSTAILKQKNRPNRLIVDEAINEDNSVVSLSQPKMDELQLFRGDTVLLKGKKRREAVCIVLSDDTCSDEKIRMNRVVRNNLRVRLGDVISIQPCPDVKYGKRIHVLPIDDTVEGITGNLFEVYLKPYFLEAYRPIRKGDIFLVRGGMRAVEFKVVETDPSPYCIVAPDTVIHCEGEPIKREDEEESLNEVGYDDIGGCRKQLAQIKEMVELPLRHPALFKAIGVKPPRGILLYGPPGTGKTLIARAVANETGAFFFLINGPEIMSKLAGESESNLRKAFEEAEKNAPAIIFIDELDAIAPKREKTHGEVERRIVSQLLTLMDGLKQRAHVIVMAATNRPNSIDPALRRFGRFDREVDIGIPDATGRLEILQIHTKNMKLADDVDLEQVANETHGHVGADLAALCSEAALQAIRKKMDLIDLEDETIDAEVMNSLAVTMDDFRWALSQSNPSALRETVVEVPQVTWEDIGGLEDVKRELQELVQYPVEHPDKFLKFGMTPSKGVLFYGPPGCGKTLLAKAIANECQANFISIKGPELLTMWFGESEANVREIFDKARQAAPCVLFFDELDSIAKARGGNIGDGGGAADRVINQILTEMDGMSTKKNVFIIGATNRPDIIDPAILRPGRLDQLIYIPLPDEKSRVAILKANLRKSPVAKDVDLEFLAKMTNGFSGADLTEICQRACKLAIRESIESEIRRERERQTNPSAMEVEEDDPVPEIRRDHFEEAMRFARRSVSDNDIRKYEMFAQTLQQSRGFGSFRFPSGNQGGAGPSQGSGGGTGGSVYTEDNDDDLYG
S1P4 antag = human S1P4 receptor antagonism | inhibition, % at 4.98 µM | actives 0.26% (n = 220,000) | S1P4-expressing cells, antagonist mode, reporter read-out | O95977; in the data active = inhibition above about 29%;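 note: 0% = wells stimulated with agonist and 100% = vehicle wells without agonist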
S1P4 agonist = activates the human S1P4 receptor. O95977. S1P4-expressing cell line, agonist reporter assay. activation, % at 4.98 µM. actives 0.35% (n = 220,000). AID 1509; in the data active = activation above about 11%;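 note: 0% = DMSO vehicle and 100% = reference agonist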
NPY-Y1 antag = NPY-Y1 (human) receptor antagonism. P25929. HEK293-CNG Y1 cells, membrane potential fluorescence; NPY at EC95, then isoproterenol. inhibition, % at 3.6 µM. actives 1% (n = 200,000). AID 1040;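 active = inhibition above the campaign mean inhibition of all tested compounds plus 3 SD, cut at about 20% in these data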;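 note: 0% = DMSO wells given NPY plus isoproterenol and 100% = isoproterenol alone without NPY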
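Assay system: HEK293 cells with Y1 receptor plus CNG channel | Probe or stimulus: NPY (25 nM), isoproterenol (1 µM), Ro 20-1724 (25 µM) | Timing: Compound incubation 1 h at room temperature, readout 45 min post-stimulation | Measured by: Membrane-potential fluorescent dye readout | Benchmarks: High control isoproterenol alone, low control NPY with isoproterenol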
EP2 modulator = modulators of human EP2 prostaglandin E2 receptor | P43116 | EP2-expressing cells, cAMP HTRF FRET, PGE2 co-stimulation | induction, % at 25 µM | actives 0.83% (n = 260,000);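 active = compounds whose cAMP rise, as percent of the full-agonist control response, exceeds 60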;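 note: rat C6 glioma line stably carrying human EP2 under a CMV promoter; the protocol text gives 20 µM as final concentration; 100% = response of wells given 1 µM PGE2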
eIF4E 4G PPI = eIF4E/eIF4G interaction inhibition in translation initiation; inhibition, % at 21.7 µM; actives 0.37% (n = 220,000); AID 782; TR-FRET eIF4E-eIF4GI(517-606) binding, 2 h;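 active = inhibition above about 30%, limit read from the data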;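 note: 0% = full FRET control wells and 100% = background wells lacking eIF4GI fragment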
EP2 antag = blocks the human prostaglandin E2 receptor EP2 | P43116 | C6 glioma cells expressing human EP2, cAMP TR-FRET; cells stimulated with saturating PGE2 | inhibition, % at 25 µM | actives 0.52% (n = 260,000) | AID 1422;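 active = percent inhibition above 40 after rounding to a whole number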;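 note: rat C6 glioma host cells with rolipram phosphodiesterase inhibitor present; the protocol text gives 20 µM as final concentration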
Starred values were filed as active, the others as inactive; . = no result given; & = joins results of further samples; [ ] = another dose, or the depositor's remark. Not all compounds are listed, so the mix of outcomes need not match the whole.

SMILES	NPY2 pot ag	NPY1 pot ag	p97 inhibitor	S1P4 antag	S1P4 agonist	NPY-Y1 antag	EP2 modulator	eIF4E 4G PPI	EP2 antag
CCc1ccc(C(=O)Nc2nnn(CC)n2)cc1	-10	1	4	4	-0.5	-1	20	-6	8
COc1ccc(NC(=O)c2cccn(CC=C(C)C)c2=O)cc1	16	18	2	-22	0.3	1	-26	6	4
COCc1ccc(CN2CCCC(CO)(Cc3ccccc3)C2)o1 (stereo not given)	9	8	-3	-7	0.5	5	-7	0	18
CC1SCC(=NOCc2c(Cl)cccc2Cl)CS1 (stereo not given)	-11	-39	1	-4	1.7	.	45	-2	0
COc1ccc(NC(=O)C2Cc3ccccc3CN2C(=O)c2ccccc2)cn1 (stereo not given)	1	6	3	-8	1.6	8	-5	-3	8
S=C(Nc1cccnc1)NC1CCCCCCC1	9	-24	-1	-18	0.6	4	-13	3	9
CC(Nc1nc2ncn(Cc3ccccc3)c2c(=O)[nH]1)C(=O)O (stereo not given)	-8	3	4	-12	1.4	7	21	-1	.
O=C(CC(SCCO)c1ccc2c(c1)OCO2)c1ccco1 (stereo not given)	3	24	-3	1	1.7	-7	-7	0[fluorescence artefact?]	-2
c1ccc(CC2CCN(C3=Nc4cccc5cccc3c45)CC2)cc1	12	6	-2	-3	2.1	4	-23	2[fluorescence artefact?]	.
COC(=O)C1=C(C)N(Cc2ccco2)C(=O)N[C@H]1c1ccccc1	3	-1	-4	12	1.6	-6	25	-2	.
CCOc1ccccc1N1CCN(C(=O)c2cc[n+]([O-])cc2)CC1	7	-14	-2	9	-2.3	2	12	7	9
COC(=O)c1cc(NC(=O)Cc2coc3cc(OC)ccc23)cc(C(=O)OC)c1	15	10	1	5	-0.4	-2	-4	-4	5
CCOC(=O)C1C(c2ccc(O)c(O)c2)NC(=S)NC1(O)C(F)(F)F (stereo not given)	15	-3	4	-20	0.4	3	8	-2	7
CN=c1sc2ccccc2n1CC(O)COc1ccccc1 (stereo not given)	-27	-23	-2	4	-0.6	9	44	-1	2
CCC(C)c1c(O)nc(SCC(=O)Nc2ccccc2)[nH]c1=O (stereo not given)	-6	-7	1	-10	-0.1	0	2	-4	5
O=C(Nc1cccc(-c2ccc3nncn3n2)c1)c1ccco1	-2	-2	3	-9	-0.9	-4	-31	-7	6
COc1cc(C2C(C#N)=C(N)OC3=C2C(=O)CC(C)(C)C3)cc([N+](=O)[O-])c1O (stereo not given)	6	15	4	-5	1.1	.	-12	0	16
Cc1ccc2c(c1)cc(CN(Cc1ccco1)C(=O)N1CCOCC1)c1nnnn12	-2	-11	-1	-5	0.6	3	1	7	2
O=C(/C=C/c1ccc(F)cc1)NC(=S)N1CCOCC1	-4	4	1	-17	0.3	-1	-19	-3	13
CC1CCCCN1CCn1c(=S)[nH]c2cc3c(cc2c1=O)OCO3 (stereo not given)	14	6	8	-3	-1.0	10	-58	-1	6

Exported as comma-separated lines: part of the list above.
canonical_smiles,NPY2 pot ag,NPY1 pot ag,p97 inhibitor,S1P4 antag,S1P4 agonist,NPY-Y1 antag,EP2 modulator,eIF4E 4G PPI,EP2 antag
S=C(Nc1cccnc1)NC1CCCCCCC1,9,-24,-1,-18,0.6,4,-13,3,9
COC(=O)C1=C(C)N(Cc2ccco2)C(=O)N[C@H]1c1ccccc1,3,-1,-4,12,1.6,-6,25,-2,.

Retrieved by structure from the list above, 3 records:
SMILES	NPY2 pot ag	NPY1 pot ag	p97 inhibitor	S1P4 antag	S1P4 agonist	NPY-Y1 antag	EP2 modulator	eIF4E 4G PPI	EP2 antag
O=C(/C=C/c1ccc(F)cc1)NC(=S)N1CCOCC1	-4	4	1	-17	0.3	-1	-19	-3	13
CCc1ccc(C(=O)Nc2nnn(CC)n2)cc1	-10	1	4	4	-0.5	-1	20	-6	8
CC1SCC(=NOCc2c(Cl)cccc2Cl)CS1 (stereo not given)	-11	-39	1	-4	1.7	.	45	-2	0

The list goes on.
SMILES	NPY2 pot ag	NPY1 pot ag	p97 inhibitor	S1P4 antag	S1P4 agonist	NPY-Y1 antag	EP2 modulator	eIF4E 4G PPI	EP2 antag
CCC(=O)OCC(=O)c1c(N)n(Cc2ccccc2)c(=O)n(C)c1=O	10	1	4	-7	0.7	0	13	7	12
O=C(Nc1ccc(-c2noc(-c3cccs3)n2)cc1)c1cccnc1	8	7	7	0	3.1	-3	-7	-1	69*
C/C(=N\NC(=O)c1ccccc1)c1ccccc1F	2	-8	6	6	-0.7	1	-3	0	4
Cc1ccc(Cn2ncc3c(N4CCN(CC#N)CC4)ncnc32)cc1	-7	4	2	-3	2.2	3	-12	1	2
COc1cc(CCC(=O)O)on1	9	10	-1	1	-0.3	.	2&4	0	11&12
O=C(Cc1ccccc1)NNC1CC(=O)N(c2ccc(Oc3ccccc3)cc2)C1=O (stereo not given)	-17	1	1	-5	-1.0	.	-3	-1	8
COC(=O)CSc1ncnc2scc(-c3ccccc3)c12	-11	-11	0	17	1.5	.	30	-1	4
Cc1cccc(Nc2nc(N)c([N+](=O)[O-])c(N3CCOCC3)n2)c1	0	-22	1	-21	1.7	9	-29	8	5
CC(=O)Nc1ccc(Oc2ccc3nc(C)[nH]c3c2)cc1	5	-8	1	2	0.4	4	-6	4[fluorescence artefact?]	12
Cc1[nH]c2ccccc2c1C1C(c2ccccc2)=NN=C(C(C)C)N1O (stereo not given)	20	2	-4	2	-1.1	2	19	-5[fluorescence artefact?]	11
Cc1ccc(-c2nc(=S)c3c(n2CC2CCCO2)CC(C)(C)OC3)cc1 (stereo not given)	-1	8	-1	-8	-0.9	3	8	3	8
O=C1c2ccccc2NC(c2ccc3c(c2)OCO3)N1O (stereo not given)	-13	-1	-4	-12	1.1	7	9	6	12
O=C(NC(Cc1ccccc1)C(=O)O)/C(=C/c1ccc(Cl)cc1)NC(=O)c1ccccc1 (stereo not given)	-6	-6	5	-1	0.9	-2	-5	1	7
CC(C)(C)C1CCC(OC(=O)c2ccncc2)CC1 (stereo not given)	-3	0	2	-6	-1.9	0	84*	-5	-2
CCCSC1=C(C#N)C(c2cccnc2)C(C(=O)OCC)=C(c2ccccc2)N1 (stereo not given)	10	-1	-2	0	0.1	2	-11	-1[fluorescence artefact?]	14
COc1ccc(CC(NC(C)=O)C(=O)NC2CCN(S(=O)(=O)c3cccc4ccccc34)CC2)cc1OC (stereo not given)	14	-3	2	-15	1.9	-5	12	7[fluorescence artefact?]	2
COc1ccc(C(=O)Nc2ccc3nc(N4CCCCC4)cc(C)c3c2)cc1OC	-9	-11	-1	-12	1.0	13	-82	-2	12
Cn1c(=O)c2cc(S(=O)(=O)Nc3ccc4c(c3)OCO4)ccc2n(C)c1=O	-1	-21	3	-18	0.5	3	1	2	6
CCCC(c1nnnn1Cc1ccc2c(c1)OCO2)N1CCC(C(N)=O)CC1 (stereo not given)	-4	13	5	-13	-0.3	0	39&7	1	9&10
N#Cc1c(-c2ccc(Cl)cc2)c2c([nH]c1=S)CCCC2	18	12	3	-8	-2.4	-4	11	1	11
CCc1nnc(NC(=O)CCN(c2cc(C)cc(C)c2)S(=O)(=O)c2ccc(Cl)cc2)s1	5	10	-2	-26	-0.7	3	14	2	12
Cc1ccc(NC(=O)CCN2C(=O)CSC2=O)c(C)c1	-6	-18	2	-13	-1.2	0	13&17	-2	7&5
NC(=NC(=O)c1ccccc1)N1CCOCC1	5	14	2	6	-0.2	0	10	-1[fluorescence artefact?]	3
COCCn1c(=NC(=O)CSC(C)=O)sc2cc(OC)ccc21	21	2	-6	-22	0.7	-3	-10	-3	15
COC(=O)c1c(C)oc(C)c1S(=O)(=O)N(Cc1ccccc1)C(C)C	-15	-17	-9	23	1.9	.	9	3	4
CC(=O)c1sc(N/N=C\c2ccccc2O)nc1C	6	15	0	7	1.0	-10	-26	-7	12
CCOCc1c(C(=O)Nc2cc(OCC)c(N3CCOCC3)cc2OCC)oc2ccccc12	-12	-2	3	-22	-0.2	2	46	9	6
Cc1c(C(=O)C(=O)N2c3ccc(F)cc3CCC2C)c2ccccc2n1C (stereo not given)	2	15	7	4	2.5	3	6	1	4
C/C(N)=C(/C#N)C(=O)COC(=O)Cc1coc2cc(C)ccc12	-16	-11	0	3	1.7	8	-26	0	0
NC(=O)Nc1ccccc1C(=O)N1CCC(O)(c2ccc(Cl)cc2)CC1	-3	-16	4	1	1.7	-5	-7	-4[fluorescence artefact?]	4
O=S(=O)(c1cccc(S(=O)(=O)N2CCC(n3nnc4ccccc43)CC2)c1)N1CCCCC1	-10	-35	9	-19	-0.2	12	11	1	5
C=CCNC(=O)c1onc(CSc2ccccc2CC)c1C(=O)O	-32	-11	-4	2	2.1	12	53	3	11
CCCn1c(C2CC(=O)N(c3ccc(C)cc3)C2)nc2ccccc21 (stereo not given)	1	8	-4	-8	0.5	-2	9	3	6
COc1ccc(S(=O)(=O)N(C)CC(=O)Nc2cccc(C(C)=O)c2)cc1C	-5	-10	2	10	0.1	2	-28	-1	10
CCCCc1nc(SCc2ccc([N+](=O)[O-])cc2)n[nH]1	2	13	3	-9	0.8	2	15	-1	9
CCOc1cc(/C=N/NC(=O)c2ccc(=O)n(C)c2)ccc1O	-4	-8	3	-5	0.6	-3	9	-1	7
CCCCN1CNC(=S)N(c2cc(C)ccc2C)C1	-2	-5	-4	7	2.6	3	6	5	4
O=C(Nc1ccncc1)c1sc2ccccc2c1Cl	7	4	0	-8	2.0	-3	-82&-36	3	6&7
Nc1nnc(CSCc2ccc(F)cc2)s1	3	15	0	-41	-0.4	-5	-9	5	-2
COC(=O)C1=C(CSCc2ccccc2)NC(=O)NC1c1cc(C)ccc1C (stereo not given)	-6	7	-6	-12	-0.3	4	25	-1	7
COc1ccc(CNC(=O)COC(=O)c2c[nH]c(=O)[nH]c2=O)cc1OC	5	-3	3	-12	-2.8	1	1	-4[fluorescence artefact?]	2
CC(C)(C)C(=O)COC(=O)C1CC(=O)N(c2ccccc2)C1 (stereo not given)	-8	-12	-7	-5	1.1	-3	4&-15	-3	8&6
CCOCCn1c(CN2CCN(c3cccc(Cl)c3)CC2)nc2c1c(=O)n(C)c(=O)n2C	-17	-12	3	-21	-0.6	8	23	-4	6
COc1ccc(-c2cn3c(C)c(C(=O)Nc4cccc(C)n4)sc3n2)cc1	10	-22	4	-14	-0.8	5	-2	-2	24
CN(C)S(=O)(=O)c1ccc(Cl)c(NC(=O)COC(=O)CN2C(=O)NC(C)(C)C2=O)c1	-14	-9	0	-13	0.3	1	20	10	8
CN(C)CCOc1cc(Cl)cc(Cl)c1	7	-10	2	-4	0.0	-1	1	1	3
O=C(N/N=C/C1CCCCC1)c1cc(Cl)ccc1O	-10	9	7	-15	-1.6	-5	13	0	15
COc1cc(C2NC(=O)NC(C)=C2C(=O)NCc2ccccc2)c(Cl)cc1O (stereo not given)	1	6	1	-4	3.4	1	16	-3	14
COc1ccc(CCNC(=O)CCn2cccc2)cc1OC	10	-11	-2	-6	1.4	-2	25	-13	20
CC1=CCC(C(=O)O)C(C(=O)O)C1 (stereo not given)	-7	-11	5	0	0.9	0	33	4[fluorescence artefact?]	5
Cc1cc(C)nc(/N=C(\N)N2CCc3ccccc32)n1	6	14	5	-11	0.6	13	-4	2	6

3 of the entries above in order of their number in S1P4 antag, low to high:
| Structure | S1P4 antag |
| --- | --- |
| COc1ccc(-c2cn3c(C)c(C(=O)Nc4cccc(C)n4)sc3n2)cc1 | -14 |
| Cc1ccc2c(c1)cc(CN(Cc1ccco1)C(=O)N1CCOCC1)c1nnnn12 | -5 |
| CN=c1sc2ccccc2n1CC(O)COc1ccccc1 (stereo not given) | 4 |
